Akt phos inh = HTS Assay for Inhibitors of Akt Phophorylation: Primary Screen; Neuro2A IGF-stimulated pAkt S473 HTRF, 20 min; hits give low values; activity change, % for hits at 50 µM; actives 0.32% (n = 360,000); in the data active = activity change below about -80%; inconclusive = mostly about -51% to -80%; also: % is scaled to controls: 0 for no effect and ±100 for the full control effect
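Neuro2A cells (4,500/well, DMEM with 0.5% FBS) were treated with compound at a single 50 µM final concentration, stimulated with 6 nM IGF for 20 min at 37 °C, and lysed. Phospho-Akt Ser473 was read by HTRF as 665/615 ratio ×10^4.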
D3 antag = qHTS of D3 Dopamine Receptor Antagonist: qHTS; D3R cells, DiscoveRx beta-arrestin luminescence, antagonist mode; hits give low values; max response, negative = inhibition, %; actives 2.5% (n = 360,000); in the data active = max response below about -50%; inconclusive = no clear call, values can overlap the other calls; also: % is scaled to controls: 0 for no effect and ±100 for the full control effect; mostly tested at two doses, the higher about 12 µM
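Cells plated overnight at 1500 cells/well, then exposed to library compounds with dopamine controls for 90 minutes at 37 degrees C. DiscoveRx reagent added for 30–60 minutes at room temperature; luminescence read, quantitative HTS format.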
FUS yeast rescue = qHTS for Suppressors of FUS Proteinopathy: Primary screen using FUS-linked yeast assay. AID 1347120, 2019. Potency, µM (doses to about 76.6 µM), for inactives: at the top dose growth rescue (activation), usual class: activators. S. cerevisiae FUS-expressing, growth rescue, OD600, 24 h. actives 0.24% (n = 390,000);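 also: potency is read from the fitted curve at half-maximal effect; plate controls were DMSO vehicle for no effect and reference control for full effect; nearly all actives have a fitted effect of over 55% in size; some results filed as inactive show a strong effect at the top dose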
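FUS-expressing yeast, raffinose-pregrown, induced in 2% galactose minimal medium at OD 0.005; compounds in a dilution series, 24hr at 30C. Growth restoration read as absorbance at 600 nm. CP55940 positive control, DMSO negative.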
Abeta rescue = qHTS for compounds that reverse cellular toxicity of Amyloid beta (A-beta) peptide in yeast: Primary Screen. yeast expressing A-beta42, growth rescue, OD600, 48 h; response scale: 0% DMSO, 100% iron-clioquinol control. Potency, µM (titrated, usually from 46.1 µM), for the others: at the top dose growth rescue, most hits filed as activators. actives 0.063% (n = 410,000); also: potency is read from the fitted curve at half-maximal effect; nearly all actives have a fitted effect of over 55% in size
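Yeast growth medium received pinned compounds, then yeast cells expressing toxic A-beta were added; plates incubated at 30 C for 48 hr. Growth read as absorbance at 600 nm, normalized to DMSO and equimolar FeCl3 plus clioquinol controls.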
PTHR1 ag = qHTS for PTHR1 Agonists: Primary Screen | actives 0.075% (n = 410,000) | Potency, µM (top dose mostly 115 µM), without a hit: top-dose activation, actives largely listed as activators | HEK293 GP2 PTHR1 cells, GloSensor cAMP luminescence, 1 h | Parathyroid hormone/parathyroid hormone-related peptide receptor (Homo sapiens), Q03431 | AID 743266, 2014; also: potency is read from the fitted curve at half-maximal effect; nearly all actives have a fitted effect of over 55% in size; some results filed as inactive show a strong effect at the top dose; inactives centre near -15; many of its hits are not listed in these tables
Target sequence (Q03431 whole entry, looked up): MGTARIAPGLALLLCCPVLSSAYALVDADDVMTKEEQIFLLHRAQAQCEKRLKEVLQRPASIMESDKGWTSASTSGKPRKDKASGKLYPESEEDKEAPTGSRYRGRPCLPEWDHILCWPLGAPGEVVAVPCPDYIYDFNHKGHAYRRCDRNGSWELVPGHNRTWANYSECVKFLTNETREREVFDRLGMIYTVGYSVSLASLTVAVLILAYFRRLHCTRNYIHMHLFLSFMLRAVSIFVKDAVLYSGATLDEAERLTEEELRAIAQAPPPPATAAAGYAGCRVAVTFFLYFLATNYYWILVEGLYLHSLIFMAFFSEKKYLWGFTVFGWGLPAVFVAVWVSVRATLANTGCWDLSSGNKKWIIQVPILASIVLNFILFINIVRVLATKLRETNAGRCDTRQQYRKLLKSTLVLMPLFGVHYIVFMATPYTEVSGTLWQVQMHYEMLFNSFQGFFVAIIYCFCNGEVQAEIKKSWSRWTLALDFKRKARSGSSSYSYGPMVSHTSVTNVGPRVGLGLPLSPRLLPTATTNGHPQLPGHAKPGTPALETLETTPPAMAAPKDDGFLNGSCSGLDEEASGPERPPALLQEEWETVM
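HEK-293-derived GP2 cells expressing PTHR1 and a GloSensor cAMP reporter, 3,000/well, plated overnight, given luciferin plus IBMX (each 0.5 mM as added) for 1 h at 37 °C, then compound for 1 h at 37 °C. Luminescence was read after 15 min at room temperature.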
aSyn yeast inh = qHTS of alpha-syn Inhibitors; AID 652106, 2013; actives 0.14% (n = 370,000); Yeast expressing alpha-synuclein, growth rescue, BacTiter-Glo, 24 h; Potency, µM (series often up to 46.1 µM), inactives show at the top dose growth rescue (activation), usual class: activators; also: potency is read from the fitted curve at half-maximal effect; % of control where 0% means no effect; nearly all actives have a fitted effect of over 65% in size
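Galactose-induced alpha-syn yeast (OD600=0.02, raffinose-pregrown) + pinned cpd, 24 hr, 30 deg C; growth by BacTiter-Glo luminescence. Growth restoration scores as activation.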
TDP43 rescue = qHTS of TDP-43 Inhibitors; actives 1.8% (n = 410,000); AID 652104, 2013; TDP-43 expressing yeast growth rescue, BacTiter-Glo, 24 h; Potency, µM (doses to about 46.1 µM), for inactives: at the highest dose growth rescue (activation), most hits filed as activators; also: potency is read from the fitted curve at half-maximal effect; % of control where 0% means no effect; nearly all actives have a fitted effect of over 50% in size
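Cell-based yeast growth screen: TDP-43 expression induced in galactose, inoculum OD600=0.02 after raffinose pregrowth to mid-log. Read-out BacTiter-Glo luminescence at 24 hr, 30 deg C; inhibition of toxicity seen as signal increase.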
GLP-1R agonist = qHTS of GLP-1 Receptor Agonists | Glucagon-like peptide 1 receptor (Homo sapiens), P43220 | HEK293 GLP-1R CRE-luciferase, luminescence, 4-6 h; cells express a hypersensitive GLP-1R form | Potency, µM (series often up to 45.6 µM), without a hit: at the highest dose activation, hits mostly activators | actives 0.007% (n = 380,000) | AID 624172, 2012; also: potency is read from the fitted curve at half-maximal effect; % of control where 0% means no effect
Target sequence (P43220 whole entry, looked up): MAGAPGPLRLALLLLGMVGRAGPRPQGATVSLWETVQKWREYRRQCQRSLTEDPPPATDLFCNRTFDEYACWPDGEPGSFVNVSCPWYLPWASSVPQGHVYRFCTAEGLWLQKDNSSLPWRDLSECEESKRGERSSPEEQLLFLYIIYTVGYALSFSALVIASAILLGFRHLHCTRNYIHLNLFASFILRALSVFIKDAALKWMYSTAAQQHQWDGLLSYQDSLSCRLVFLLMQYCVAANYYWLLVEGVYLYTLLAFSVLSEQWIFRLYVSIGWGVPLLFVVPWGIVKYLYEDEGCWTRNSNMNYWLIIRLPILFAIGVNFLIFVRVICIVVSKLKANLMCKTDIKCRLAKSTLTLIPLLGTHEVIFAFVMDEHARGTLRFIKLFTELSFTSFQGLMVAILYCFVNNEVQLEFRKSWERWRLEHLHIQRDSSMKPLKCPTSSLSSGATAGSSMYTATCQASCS
GLP1R inv ag = qHTS of GLP-1 Receptor Inverse Agonists (Inhibition Mode); Glucagon-like peptide 1 receptor (Homo sapiens), P43220; HEK293 GLP-1R CRE-luciferase, luminescence, 24 h; GLP-1R form is constitutively active; Potency, µM (doses to about 38.3 µM), without a hit: at the top dose activity change, negative = inhibition, most hits filed as inhibitors; actives 1.6% (n = 410,000); also: potency is read from the fitted curve at half-maximal effect; % is scaled to controls: 0 for no effect and ±100 for the full control effect; nearly all actives have a fitted effect of over 55% in size
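Cells are plated, allowed 12 hours at 37 deg C, then treated with compounds for 24 hr before luciferase detection reagent is added and luminescence is read after 12 min at room temperature. The HEK293 line carries constitutively active GLP-1R with a cAMP-responsive reporter.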
* hit, by the source's call; i = inactive; u = inconclusive; x = no result given; & = joins results of further samples; [ ] = dose if it differs, or a comment. Unless noted, calls follow the shape of the dose curve; as a rule, active = well fitted curve in the direction sought with a large enough effect; inconclusive = small, poorly fitted or top-dose-only effect, or another doubt; inactive = no such curve, though single readings can be large; an effect the other way counts as inactive or inconclusive. Only part of the results is shown, so the mix of outcomes need not match the whole.

SMILES | Akt phos inh | D3 antag | FUS yeast rescue | Abeta rescue | PTHR1 ag | aSyn yeast inh | TDP43 rescue | GLP-1R agonist | GLP1R inv ag
COc1cc(OC)cc(C2=Cc3ccccc3C(CC(C)=O)N2c2ccc(C#CCCO)cc2)c1 (configuration not stated) | i | -1 | u | 7% | -42%[inhibitor] | 6% | u | 7% | u
O=S(=O)(c1cc(F)cc(F)c1)N1CCN(c2ncccn2)CC1 | i | -27 | -7% | 28% | -18%[57.5 µM] | 8% | 23% | 1% | -23%
COc1ccc(NC2=CC(=O)CC(C)(C)C2)cc1 | i | 13 | -11% | 0% | i | 3% | 15% | -4% | 10%
Cc1ccc2c(c1)NC(=O)C(CC(=O)NCCN(C)C)O2 (configuration not stated) | i | 6 | -21% | 1% | -15% | 1% | 1% | 8% | -13%
COc1ccc(CCC(=O)OCC(=O)Nc2sccc2C(N)=O)cc1 | i | u | -23% | -4% | -31%[inhibitor] | -10% | -9% | -2% | 10%
COc1cccc(N2CCN(C(=O)C3Cc4ccccc4N3C(C)=O)CC2)c1 (configuration not stated) | x | x | 0% | 7% | -1% | x | u | x | -9%
CC1CCC2(CC1)NC(=O)c1ccccc1O2 (configuration not stated) | i | -19 | -5% | u | i | 8% | 27% | 7% | u
COCOCCn1cc(CN2CCS(=O)(=O)N(Cc3ccc(-c4ccc(F)nc4)cc3)C(C)C2=O)nn1 (configuration not stated) | i | -14 | 0% | 9% | i | 2% | 0% | -8% | 4%
COc1ccc(C(=O)OCC(=O)Nc2ccc(F)c(F)c2)cc1OC | i | 37 | -26% | 16% | -12%[57.5 µM] | -8% | -1% | 12% | 26%
COC(=O)CNC(=O)c1cc(-c2ccncc2)nc2ccc(C)cc12 | i | -12 | 25% | -15% | -11% | 0% | u | -2% | 3%
CCn1c(=O)c2c(n3c(=S)[nH]nc13)-c1ccccc1CC21CCCCC1 | i | -7 | 7% | u | -9% | 12% | 0% | -4% | 26%
O=S(=O)(Nc1ccc(Nc2ccccc2)cc1)c1ccc(F)cc1 | i | u | 40% | u | i | 30% | u | 13% | u
CCCSc1nnc2c(n1)OC(CC)N(C(C)=O)c1ccccc1-2 (configuration not stated) | x | x | 3% | -20% | i | x | 22% | x | 4%
COc1ccc(N2CCN(C(=O)Nc3cccc(C(F)(F)F)c3)CC2)cc1 | i | u | 11%&15% | 14%&-2% | -87%&-94%[inhibitor] | 1% | u | 6% | 10µM*
CNC(=S)Nc1sc2c(c1C(=O)OC)CCC2 | i | 0 | -5% | -15% | -9% | 2% | 3%[9.22 µM] | -1% | 2%
O=C(Cc1cccc2ccccc12)N/N=C/c1ccc(Sc2nc3ccccc3s2)o1 | -112%* | -11 | u | 10% | -10% | 4% | 2% | 2% | u
CCC(C)(C)NC(=O)C(c1ccc(O)cc1)N(C(=O)Cn1nnc2ccccc21)c1ccc(NC(C)=O)cc1 (configuration not stated) | i | -3 | -31% | -11% | i | -2% | -13% | -5% | 10%
O=C(Cc1ccccc1F)Nc1nc(-c2cccnc2)cs1 | i | 1 | -12% | -5% | -8% | -9% | 0% | -2% | -8%
Cc1cc[n+](-c2[nH]c(=O)sc2/C=N/N=C(\[O-])c2ccccc2)cc1 | i | -17 | 36% | 2% | 30% | -3% | 0%[1.82 µM] | 6% | 22%
CCOC(=O)c1ccccc1NC(=O)c1sc2nc(-c3ccc(F)cc3)cn2c1C | x | x | 13% | -2% | i | x | 20% | x | 17%
CCC(C)NC(=O)N[C@@H](Cc1ccccc1)C(=O)O (some centres not stated) | i | -13 | 12% | 0% | -2%[57.5 µM] | 1% | -12% | -10% | -12%
CCOc1ccc(CCNC(=O)c2cccc(NC3=NC4CS(=O)(=O)CC4S3)c2)cc1 (configuration not stated) | i | 24 | -9% | 7% | -19% | 11% | 3% | -4% | 0%
O=C(CNC(=O)N1CC(=O)Nc2ccccc21)Nc1cc(Cl)ccc1Cl | x | -2 | -11% | -24% | i | -23% | -12% | 1% | -8%
Cc1ccccc1C(=O)NCC(=O)OCC(=O)NC(C)C1CC2CCC1C2 (configuration not stated) | i | -5 | 24% | -3% | i | -1%[1.84 µM] | 7% | -2% | 27%
CC(C)(C)c1ccc(C(=O)Nc2cccc3ncccc23)cc1 | i | 9 | 32% | 11% | -32%[inhibitor] | 4% | -4% | -4% | u

Additional entries:
SMILES | Akt phos inh | D3 antag | FUS yeast rescue | Abeta rescue | PTHR1 ag | aSyn yeast inh | TDP43 rescue | GLP-1R agonist | GLP1R inv ag
O=C(CSc1nnc(Cc2ccccc2)o1)Nc1ccccc1 | i | 16 | -2% | 21% | -3% | -1% | u | -9% | -5%[0.307 µM]
O=C(NCCCN1CCOCC1)c1ccc(CNS(=O)(=O)c2ccc(Br)cc2)cc1 | i | 5 | -5% | -7% | i | 4% | 25% | -9% | 6%
Cc1ccc(NC(=O)COc2cccnc2[N+](=O)[O-])cc1S(=O)(=O)N1CCCCC1 | i | 3 | x | 2% | -94%[inhibitor] | 3% | 10% | 14% | 28%
CCOC(=O)Nc1cc(C)ccc1OC | i | 5 | -3% | 0% | i | 1% | 6% | -5% | 0%
Cc1ccc(-n2nc(C)c3cc(C(=O)O)sc32)cc1 | i | -12 | 24% | -23% | i | -26% | 29% | 3% | 17%
COc1ccc(CN2CN(C(C)C)CSC2=S)cc1 | i | -13 | 8% | -10% | i | -8% | -7% | -11% | -3%
CCC(Sc1nc2ccncc2[nH]1)C(=O)Nc1ccc(F)cc1 (configuration not stated) | x | x | -16% | -12% | i | x | 17% | x | -16%
CC(NCc1ccc2c(c1)OCO2)C(=O)N1CCc2ccccc21 (configuration not stated) | i | -107* | x | 5% | -4% | 2% | -5% | 7% | -21%
Cc1cccc(CN2C(=O)N/C(=C/c3cc(C)n(-c4ccccn4)c3C)C2=O)c1 | i | u | u | 2% | -14%[57.5 µM] | 0% | 14% | -4% | -28%
COc1cccc(/C=C2\CCc3ccccc3C2=O)c1 | i | 22 | -11% | -22% | -38%[inhibitor] | -3% | 0% | -8% | -30%
Cc1c(OCC(=O)N2CCC(C(=O)O)CC2)ccc2c3c(c(=O)oc12)CCC3 | i | -20 | -11% | -21% | 25% | -17% | -11% | 1% | 6%
Cc1cccc(N2CCN(C(=O)C3CCN(S(=O)(=O)c4cccc5cccnc45)CC3)CC2C)c1 (configuration not stated) | i | 15 | 22µM* | -4% | -25% | 7% | 11% | 4% | u
COc1ccc(Cn2nnc3c(=O)[nH]c(C4CCN(C(=O)c5ccc(C)cc5)CC4)nc32)cc1OC | x | x | -1% | -3% | i | x | -13% | x | 7%
COc1cccc(CNC(=O)CN2N=C(c3ccc(C)cc3)CCC2=O)c1 | x | x | 14% | 3% | -20% | x | 14% | x | 0%
CCCCC(CC)CNC(=O)C1CCC(CNS(=O)(=O)c2cccc3nsnc23)CC1 (configuration not stated) | x | x | 30% | -18% | -18% | x | 9% | x | u
CC1(C)Cc2cccc(OCC(=O)Nc3ccccc3F)c2O1 | i | 2 | -8% | 0% | i | u | u | 6% | u
COc1ccc(NS(=O)(=O)c2cc(OC)ccc2NC(=O)c2cc(C)oc2C)cc1 | i | u | u | -2% | i | 3% | -3% | -7% | u
COc1ccc(C(=O)c2ccc(CC(=O)O)s2)cc1 | i | -16 | -22% | 8% | -40%[inhibitor] | -1% | 8% | -1% | 7%
COc1ccc2[nH]c3c(c2c1)CN(C)CC3 | i | -5 | 31% | -13% | -6%[57.5 µM] | -9% | -25% | -12% | 0%
O=C(O)CCC(=O)N1N=C(c2ccccc2)CC1c1ccc(Br)cc1 (configuration not stated) | i | -25 | 33% | 13% | i | 9% | -31%[inhibitor] | -4% | 3%
COCCNC(=O)c1ccc(NC(=O)C2(c3ccccc3)CCCC2)cc1 | i | -19 | 22% | -6% | u | -1% | -20% | -1% | u
COc1ccc(NC(=S)NC2CCCCC2)cn1 | i | -16 | 21% | 7% | i | -8% | 16% | 1% | -10%
Cc1ccccc1NC(=O)c1nc[nH]c1C(=O)NCc1ccccc1 | i | -11 | 24% | -1% | -7%[57.5 µM] | -5% | 9% | 6% | u
O=S(=O)(c1ccc(F)cc1)c1nc(-c2ccco2)oc1Nc1ccc(F)cc1 | i | 23 | -17% | 10% | i | 13% | 15% | -6% | u
Cc1cc(NC(=O)Nc2cccc(Cl)c2)n(-c2ccccn2)n1 | i | -9 | 17% | -13% | -2% | -11% | u | 10% | u
O=C(Nc1ccccc1)NC1(C(=O)NCCCN2CCOCC2)CCCCC1 | i | -16 | 18% | -2% | i | 1% | -3% | -1% | -3%
O=C(c1cccc(S(=O)(=O)NCc2ccccc2)c1)N1CCN(c2cccc(C(F)(F)F)c2)CC1 | i | -9 | 34% | 30% | -29% | 0% | 9% | -6% | u

Complete entries, looked up by structure.
COc1ccc(NS(=O)(=O)c2cc(OC)ccc2NC(=O)c2cc(C)oc2C)cc1 is listed with Akt phos inh: i; D3 antag: u; FUS yeast rescue: u; Abeta rescue: -2%; PTHR1 ag: i; aSyn yeast inh: 3%; TDP43 rescue: -3%; GLP-1R agonist: -7%; GLP1R inv ag: u
Cc1ccccc1NC(=O)c1nc[nH]c1C(=O)NCc1ccccc1 is listed with Akt phos inh: i; D3 antag: -11; FUS yeast rescue: 24%; Abeta rescue: -1%; PTHR1 ag: -7%[57.5 µM]; aSyn yeast inh: -5%; TDP43 rescue: 9%; GLP-1R agonist: 6%; GLP1R inv ag: u
